Source: PubChem BioAssay
LDHA inh = inhibitors of human lactate dehydrogenase A; purified LDHA, NADH/diaphorase-resazurin fluorescence; active compounds read low; activity change, % (values are at about 110 or 230 µM); 480,000 compounds, 0.15% hits; AID 1347041; in the data active means activity change below about -30%;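 further: plate controls were DMSO wells for no effect and wells without enzyme for full effect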
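Remaining NADH was detected by diaphorase (0.133 mg/mL) converting 37 µM resazurin to fluorescent resorufin, read at 0 and 20 minutes. The preceding 5-minute room-temperature reaction used 2 nM LDHA, 0.2 mM sodium pyruvate and 0.06 mM NADH at pH 7.4.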
An asterisk follows results filed as active.

SMILES | LDHA inh
COC(=O)C1(C(=O)OC)C2C3C4CC5C6C4C2C6C1C53 (configuration not stated) | 4
CCc1c(C(=O)Nc2ccc(C)cc2)cnn1-c1ccc(OC)nn1 | 5
O=C(Cn1ccc2cc(Cl)ccc21)N1CCOCC1 | 6
O=C(COc1ccc2ccc(=O)oc2c1)N(Cc1cccs1)C1CC1 | -13
Cc1ccc(NC(=O)C(Sc2ncccn2)c2ccccc2)cc1 (configuration not stated) | 2
Cc1cccc(C)c1OCC(=O)Nc1cccc2cccnc12 | 10
CCCc1nn2c(=O)cc(COc3cccc(NC(=O)c4cccs4)c3)nc2s1 | -16
CC(=O)c1cn(CC(=O)NCCCCCC(=O)O)c2ccccc12 | -10
O=C(CSc1nc(C(F)(F)F)nc2ccccc12)NC1CCCC1 | -2
CC(C)c1nc(C#N)c(N2CCN(c3ccccc3)CC2)o1 | 6
COc1ccc(OC)c(C2C3=C(CCCC3=O)Nc3nc(SCc4ccccc4F)[nH]c(=O)c32)c1 (configuration not stated) | 6
O=C(COc1ccc(Cl)cc1Cl)Nc1ccc2oc(=O)ccc2c1 | 8
COCCn1nc(C(=O)NCC(c2ccccc2Cl)N2CCCC2)ccc1=O (configuration not stated) | 4
CC(Cc1cccs1)N(Cc1ccccc1)C(=O)c1cccc(S(=O)(=O)N2CCCC2)c1 (configuration not stated) | 5
Cc1ccc(F)cc1NC(=O)c1ccn(Cn2nnc(-c3ccccc3)n2)n1 | 6
Cc1c(-c2ccccc2)n(Cc2ccccc2)c2ccccc12 | 2
O=C(Nc1ccc2nc[nH]c(=O)c2c1)c1ccc(Cl)cc1Cl | -2
O=C(O)C1(Cc2nc3ccccc3s2)CCCCC1 | -21
CC(=O)c1ccc(NC(=O)C(C)OC(=O)C2=CN3CCS(=O)(=O)N=C3C=C2)cc1 (configuration not stated) | 6
NC(=O)c1cccc(OCc2coc(-c3cccc(F)c3)n2)c1 | 6
CCNC(=O)c1cc(-c2ccccc2)nc2ccccc12 | -6
Cc1cc(C)cc(NS(=O)(=O)c2ccc3c(c2)-c2oncc2CO3)c1 | 26
Cc1cc(C)c(NC(=O)CSc2ncc(-c3ccc(F)cc3)o2)c(C)c1 | -15
CCOC(=O)c1cnc(SCc2nc(-c3ccccc3C)oc2C)nc1N | 2
Cc1ccc(NC(=S)NCCCO)c(C)c1 | 5
O=C(Cn1ccc(=O)[nH]c1=O)NC(c1ccccc1)c1cccs1 (configuration not stated) | 4
CCn1c(SCC(=O)Nc2ccc(C(=O)O)cc2)nnc1-c1ccccc1Cl | -8
Cc1ccc(-c2cc(C(=O)NC3=NCCS3)c3ccccc3n2)s1 | 6
Cc1c(C(=O)Nc2ccc3c(c2)C(=O)OC3)nnn1-c1ccc(Br)cc1 | 14
COC(=O)c1cc(NCc2ccc(-c3ccccc3)cc2)ccc1N1CCOCC1 | 22
CCCCOCCCNC(=O)CCC(=O)NC(C)(C)C | 2
CCN(CC)CCNC(=O)c1nc(-c2ccc3cc[nH]c3c2)no1 | 9
CCN(Cc1ccco1)C(=O)c1cc2cc(C)ccc2[nH]1 | 33
CCCCCCCCS(=O)(=O)CCCO | -4
CCSc1ncc(Cl)c(C(=O)Nc2ccccc2C(F)(F)F)n1 | 0
COc1ccc(C(=O)OCC(=O)c2cc(OC)ccc2OC)cc1 | 1
Cc1ccc(COC(=O)c2ccc(C(=O)c3ccccc3)cc2)cc1 | 12
CC(=O)c1cc2c(cc1NC(=O)CSc1nnc(C3CC3)o1)OCO2 | 13
Nc1nccnc1C(=O)NCCc1cccc(Cl)c1 | -6
C#CCNC(=O)c1nccnc1N | 1
Cc1ccc(C(=O)C(C#N)C(=O)Nc2ccccc2C)cc1C (configuration not stated) | 5
Cc1cc(C)cc(C(=O)NC(C)c2ccc(CC(C)C)cc2)c1 (configuration not stated) | -1
CN(C(=O)Cn1cc(C#N)c2ccccc21)C1CCCCC1 | -4
Cc1ncc(-c2ccc(S(=O)(=O)Nc3cccc(Cl)c3C)cc2)o1 | -31*
N#CC(C#N)=Cc1cc(-c2ccccc2)n(-c2ccccc2)c1-c1ccccc1 | -5
O=C(CSc1nc2ccccc2o1)N1CCN(C(=O)C2CC2)CC1 | -5
Cc1ccc(NC(=O)c2cnc(NCc3ccc4c(c3)OCO4)nc2C)cc1C | 19
CN(C)c1ccc(Nc2nc3ccccc3nc2NS(=O)(=O)c2cccs2)cc1 | 9
CCOC(=O)c1nc(NCc2cc(OC)ccc2OC)c2ccccc2n1 | -2
CCN(CC)S(=O)(=O)c1ccc(NC(=O)CN(c2ccc(C)c(Cl)c2)S(C)(=O)=O)cc1 | 1
CCN(CC)c1nc2c(S(=O)(=O)c3ccc(C(C)C)cc3)nnn2c2ccsc12 | -7
Cc1cc(C)c(NCC(=O)NNC(=O)c2ccccn2)c(C)c1 | 6
Cc1ccc(CNc2ncnc3cc(-c4ccc5c(c4)OCO5)ccc23)o1 | 4
COc1ccc(C(=O)/C=C/c2ccc(F)cc2)c(OC(=O)c2ccccc2Br)c1 | 1
Cc1ccc(CN(C(=O)c2cc(=O)c3ccccc3o2)C2CCS(=O)(=O)C2)cc1 (configuration not stated) | 3
Cc1[nH]c2ccccc2c1C(=O)C(=O)NCCNC(=O)C1CCCC1 | -6
COc1ccccc1-n1cnnc1SCC(=O)NC(C)c1ccc(Br)cc1 (configuration not stated) | -1
CCCCOc1ccc(/C=C(/C#N)c2nc3ccccc3[nH]2)cc1 | -10
CCC(C)c1ccc(NC(=S)NNC(C)=O)cc1 (configuration not stated) | -6
CCC(Oc1ccccc1)C(=O)Nc1cc(C(=O)OCc2cc(=O)n3oc(C)cc3n2)ccc1OC (configuration not stated) | 1
The list goes on.
SMILES | LDHA inh
COC(=O)CNCC(=O)OC | 7
Cc1ccc(NC(=O)c2sc(-n3nc(C)c(Cl)c3C)nc2C)c(C)c1 | 2
CCC1(C)NC(=O)N(NC(=O)c2nn(-c3ccccc3)c(=O)c3ccccc23)C1=O (configuration not stated) | 3
CCOc1ccc(S(=O)(=O)N2CCCC2c2ccc(Cl)cc2)cc1 (configuration not stated) | -9
COc1cn(CC(=O)Nc2ccccc2C(F)(F)F)c(CN2CCN(C(C)=O)CC2)cc1=O | 0
Cc1ccc(-n2ncc3c(NNC(=O)C4CCCCC4)ncnc32)cc1 | 10
COc1cccc(-c2nc(SCc3cc(=O)c4cc(C)c(C)cc4[nH]3)n[nH]2)c1 | 0
Cc1c(C)c2ccc(OCc3nn[nH]n3)cc2oc1=O | 12
CCCCCCc1ccc(C(=O)NNC(=O)c2ccccc2Cl)cc1 | 1
Cc1cc(C(=O)N2CCN(S(=O)(=O)c3ccc(F)cc3)CC2)c(C)n1Cc1ccco1 | -3
Cc1cccc(-c2nnc(C(C)Sc3n[nH]c(N)n3)o2)c1 (configuration not stated) | 1
Cc1cc(C)c2c(CC(=O)NCc3ccccc3)coc2c1 | 1
COc1ccc(S(=O)(=O)c2c(C)c(C)n(C3CCCC3)c2NC(C)=O)cc1 | 0
N#Cc1cccc(CN2CCN(c3oc(C4CC4)nc3C#N)CC2)c1 | 0
CC(=O)NCc1ccc(-c2csc(Nc3cccc(C)c3)n2)o1 | -2
O=C(O)CCc1cccc(Cl)c1 | 2
CN1CCN(S(=O)(=O)c2ccc3c(c2)CCN3)CC1 | 2
Cc1nn(CC(=O)Nc2ccc(N3CCCCC3)cc2)c(=O)c2ccccc12 | 3
CCOC(=O)c1cc(C)nc2c1c(=O)n(Cc1nc(-c3cc(C)ccc3C)oc1C)c(=O)n2C | -4
N#Cc1ccc(/C=C/C(=O)c2cc3cc(Cl)ccc3o2)cc1 | -1
CC(C)C(C)NC(=O)c1ccccc1Br (configuration not stated) | 2
CC(NC(=S)NNC=O)c1ccccc1 (configuration not stated) | 1
COc1cc(NC(=O)CCSc2nc(-c3ccco3)cc(C(F)(F)F)n2)cc(OC)c1OC | 41
O=C(Nc1ccc(CC23CC4CC(CC(C4)C2)C3)cc1)c1ccc(Cl)cc1Cl | 8
COc1ccc(-c2oc(=O)oc2-c2ccc(OC)c(OC)c2)cc1OC | -5
CN(C)C(=O)c1cccc(NC(=O)c2ccc(-c3ccccc3)cc2)c1 | 2
COc1cc(C)ccc1OCc1cccc(C(N)=O)c1 | 0
O=C(c1sccc1-c1ccccc1)N1CCN(S(=O)(=O)c2cc(F)ccc2F)CC1 | 3
COCc1cccc(C(=O)NCc2ccc(C(=O)OC)cc2)c1 | 4
COc1ccc(C=O)cc1I | -4
COC(=O)c1ccc(CNC(=O)C2Cc3ccccc3O2)cc1 (configuration not stated) | 0
COc1ccc2cnn(CC(=O)N3CCN(c4ccc(F)cc4)CC3)c(=O)c2c1OC | 3
Cc1ccc(S(=O)(=O)CC(=O)c2cccc(-c3ccc(I)cc3)c2)cc1 | 2
O=C(O)C(Cc1ccccc1)NC(=O)C12CC3CC(CC(C3)C1)C2 (configuration not stated) | 2
Clc1ccccc1CNc1n[nH]c(-c2cccs2)n1 | -22
CC1CCN(c2c(S(=O)(=O)c3ccccc3)cnc3cc4c(cc23)OCCO4)CC1 | 15
CCCOc1ccc(-c2cc(C(=O)O)c3cccc(C)c3n2)cc1 | 9
C=C(C)COc1ccc2c(C)c(CCC(=O)NCC(O)c3ccccc3)c(=O)oc2c1 (configuration not stated) | -6
CCn1cnnc1-c1cccc(NS(=O)(=O)c2cccc(F)c2)c1 | 2
CCc1ccc(C(=O)CSC(=S)N(C)C)cc1 | 7

LDHA inh, what is marked active above.
SMILES | LDHA inh
Cc1ncc(-c2ccc(S(=O)(=O)Nc3cccc(Cl)c3C)cc2)o1 | -31*

(listing goes on)
SMILES | LDHA inh
C/C(=N/Nc1ccc(F)cc1F)c1ccc(Cl)c(Cl)c1 | -25
CC(=O)c1ccc(NC(=O)CC2C(=O)NCCN2C(=O)CN2CCN(CCO)CC2)cc1 (configuration not stated) | 4
O=C(CSC1=NC2(CCCCC2)N=C1c1cccs1)NCc1ccccc1 | 2
O=C(Nc1ccccc1C(F)(F)F)c1cccc(Cl)c1Cl | 5
COc1ccc(CNC(=O)[C@H](C)NC(=O)c2cc3c(OC)ccc(OC)c3[nH]2)cc1 | 8
CCOC(=O)Nc1ccc(NS(=O)(=O)c2ccc(C)cc2Cl)cc1 | 1
COC(=O)c1cccc(NC(=O)NCc2c(-n3cccc3)sc3c2CCN(C)C3)c1 | 6
CC1(C)CC(=C2C3C=CC2C2C(=C4CC(C)(C)NC(C)(C)C4)C=CC32)CC(C)(C)N1 (configuration not stated) | -3
CC(=O)Nc1cccc(-c2csc(Nc3cccc(O)c3)n2)c1 | 12
Cc1ccc(C(CNC(=O)CCc2nc(-c3cccnc3)no2)N(C)C)cc1 (configuration not stated) | -4
Cc1ccc(/C=C2\CCc3ccccc3C2=O)o1 | 40
CCCNc1nc2ccccc2nc1S(=O)(=O)Cc1ccc(Cl)cc1 | 11
COc1ccccc1C1=NOC(C(=O)NCCc2ccccc2)C1 (configuration not stated) | -1
Cc1ccc(NC(=O)C2CCCN2S(=O)(=O)c2cccc3nsnc23)cc1F (configuration not stated) | -3
COP(=O)(OC)c1nc(Cc2ccc(Cl)cc2)oc1NCc1ccco1 | -4
COC(=O)C1C(=O)C=C(N)CC1c1ccco1 (configuration not stated) | 34
Cc1ccc(C(=O)NNC(=O)COC(=O)c2ccccc2SCc2ccc(C#N)cc2)cc1 | 1
CC(C)(C)n1ncc2c1NC(=O)CC21C(=O)Nc2cccc(Cl)c21 (configuration not stated) | 1
CC(C)CCn1nc(C(=O)OCC(=O)Nc2ccc(Cl)cc2F)c2ccccc2c1=O | -14
COc1ccc(CCNC(=O)CCc2c(C)noc2C)cc1OC | -6
Cc1cc2c(s1)c1cnn(Cc3ccc(C(F)(F)F)cc3)c(=O)c1n2C | -7
COc1cc2c(cc1OCc1ccccc1)-c1nnc(-c3ccccc3)n1C(C)(C)C2 | -2
CCCCCCOc1ccc2c(C)c(CCC(C)C)c(=O)oc2c1 | 10
N#CCCCN1CCCCC1 | 1
COc1ccc(CC(=O)OCC(=O)c2ccc(OC(=O)c3ccco3)cc2)cc1 | 4

Entries from the list above with fluorine (18):
SMILES | LDHA inh
O=C(CSc1nc(C(F)(F)F)nc2ccccc12)NC1CCCC1 | -2
COc1ccc(OC)c(C2C3=C(CCCC3=O)Nc3nc(SCc4ccccc4F)[nH]c(=O)c32)c1 (configuration not stated) | 6
Cc1ccc(F)cc1NC(=O)c1ccn(Cn2nnc(-c3ccccc3)n2)n1 | 6
NC(=O)c1cccc(OCc2coc(-c3cccc(F)c3)n2)c1 | 6
Cc1cc(C)c(NC(=O)CSc2ncc(-c3ccc(F)cc3)o2)c(C)c1 | -15
CCSc1ncc(Cl)c(C(=O)Nc2ccccc2C(F)(F)F)n1 | 0
COc1ccc(C(=O)/C=C/c2ccc(F)cc2)c(OC(=O)c2ccccc2Br)c1 | 1
COc1cn(CC(=O)Nc2ccccc2C(F)(F)F)c(CN2CCN(C(C)=O)CC2)cc1=O | 0
Cc1cc(C(=O)N2CCN(S(=O)(=O)c3ccc(F)cc3)CC2)c(C)n1Cc1ccco1 | -3
COc1cc(NC(=O)CCSc2nc(-c3ccco3)cc(C(F)(F)F)n2)cc(OC)c1OC | 41
O=C(c1sccc1-c1ccccc1)N1CCN(S(=O)(=O)c2cc(F)ccc2F)CC1 | 3
COc1ccc2cnn(CC(=O)N3CCN(c4ccc(F)cc4)CC3)c(=O)c2c1OC | 3
CCn1cnnc1-c1cccc(NS(=O)(=O)c2cccc(F)c2)c1 | 2
C/C(=N/Nc1ccc(F)cc1F)c1ccc(Cl)c(Cl)c1 | -25
O=C(Nc1ccccc1C(F)(F)F)c1cccc(Cl)c1Cl | 5
Cc1ccc(NC(=O)C2CCCN2S(=O)(=O)c2cccc3nsnc23)cc1F (configuration not stated) | -3
CC(C)CCn1nc(C(=O)OCC(=O)Nc2ccc(Cl)cc2F)c2ccccc2c1=O | -14
Cc1cc2c(s1)c1cnn(Cc3ccc(C(F)(F)F)cc3)c(=O)c1n2C | -7

A portion of the library; the hit share may differ from the screen's.
